hERG WT inh: blocks the wildtype human KCNH2 potassium channel; Q12809; U2OS, BacMam KCNH2, thallium flux FluxOr; hits give low values; activity change, % at 1.84 µM; 0.37% of 340,000 active; AID 720551;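 active = maximum activity change below -70%; inconclusive = maximum activity change between -70% and -50%; inactive = maximum activity change above -50%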; note: % is set by controls: 0 for no effect and ±100 for the full control effect
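U2OS cells transduced with wild-type KCNH2 virus are loaded with FluxOr dye for 45 min, and thallium flux is measured in kinetic reads before and after stimulation buffer. Rate constants are normalized to DMSO controls.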
Coupling enz: coupling enzyme interference in Giardia aldolase counter-screen. 0.67% of 290,000 active. activity change, negative = inhibition, % at 58.2 µM, hits read low. AID 2472. coupling enzyme system counterscreen, AmpLite Red fluorescence; in the data active = activity change below about -30%; note: % is set by controls: 0 for no effect and ±100 for the full control effect
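Counterscreen lacking aldolase: glyceraldehyde-3-phosphate coupling-enzyme reagent preincubated 10 min at RT with compound (at 57.5 uM final), then substrate/coupling system with AmpLite Red added; fluorescence read at 525/598 nm after 20 min RT.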
AT treatment: potential ataxia-telangiectasia treatments restoring KAP-1 phosphorylation; […] A-T fibroblasts, KAP-1 phosphorylation AlphaLISA; neocarzinostatin DNA damage 30 min before lysis; Potency, µM (highest dose often 57.5 µM), for inactives: top-dose activation, most hits filed as activators; 0.19% of 320,000 active; AID 485349; note: potency is the fitted concentration of half-maximal effect; % of control where 0% means no effect; nearly all actives have a fitted effect of over 45% in size
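ATM-like activity read as KAP-1 phosphorylation via AlphaLISA donor/acceptor antibody pairs after lysis and 6 hr at 25C. Cells were ATM-null patient fibroblasts ([…], hTERT), dosed 60 min, then exposed to the DSB inducer NCS for 30 min.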
GALK inhibitor: galactokinase (human) inhibition; Potency, µM (titrated, usually from 57.5 µM), for the others: at the highest dose activity change, negative = inhibition, hits mostly inhibitors; 0.007% of 270,000 active; Purified GALK, Kinase-Glo residual ATP luminescence; P51570; AID 1868; note: potency is the fitted concentration of half-maximal effect; % is set by controls: 0 for no effect and ±100 for the full control effect
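Luminescence from leftover ATP (Ultra-Glo luciferase/luciferin) served as read-out after a 1 h room-temperature reaction of 5 nM GALK with 35 uM ATP and 100 uM galactose.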
TRPV1 ag: agonists of human vanilloid receptor 1 (TRPV1) | AID 540275 | activation, % at 8.33 µM | Q8NER1 | TRPV1-expressing cells, Fluo-8 calcium influx, agonist mode | 0.19% of 320,000 active; in the data active = activation above about 80%; inconclusive = between about 30% and that limit; note: 0% is about no effect
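Fluo-8 calcium influx in TRPV1-expressing cells, kinetic read (ex 480/em 520 nm). Compound added and read 3 min for agonist activity, followed by capsaicin at EC20 final and 2 min further read for enhancement.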
KCNH2 3.1 inh: blocks the human KCNH2 3.1 channel isoform; U2OS KCNH2 3.1, thallium flux FluxOr; hits give low values; activity change, % (tested at about 1.8 µM); 0.95% of 340,000 active; AID 720553;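 active = maximum activity change below -70%; inconclusive = maximum activity change from -70% to -50%; inactive = maximum activity change above -50%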;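 note: thallium influx rate constant from kinetic fluorescence after stimulation buffer; % is set by controls: 0 for no effect and ±100 for the full control effect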
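U2OS cells transduced with KCNH2 3.1 mutant virus (1.77 x 10^8 /mL, 4 h), plated overnight at 37 C, loaded 45 min with FluxOr dye plus Red40 quencher. Thallium flux rate constant from kinetic reads after stimulation buffer, normalised to controls.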
MLL CXXC-DNA inh: inhibitors of human MLL CXXC domain-DNA interaction; Potency, µM (series often up to 115 µM), without a hit: at the top dose activity change, negative = inhibition, actives largely listed as inhibitors; Q03164; MLL-CXXC / FITC-HOXA9 DNA fluorescence polarization; 0.037% of 290,000 active; active = well fitted inhibition curve with a large enough effect in the polarisation, with a control signal flat, not every such curve was filed as active; inconclusive = small, poorly fitted or top-dose-only effect, or effect the other way, or a change in a side signal; inactive = no such curve, though single readings can be large or run the other way; the % refers to the polarisation; note: potency is the fitted concentration of half-maximal effect
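Purified MLL-CXXC (added from a 7 uM solution) was preincubated 5 min at ambient with pinned compounds in 50 mM Tris-HCl pH 7.5, 50 mM NaCl, 1 mM DTT, 0.05% BSA. Fluorescein-labeled HOX-A9 DNA (50 nM solution) followed, 30 min, then polarization read.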
Integrin act MD: integrin-mediated muscular dystrophy alleviation activation; alpha7betagal myoblasts, beta-gal FDG fluorescence, 48 h; Potency, µM (titrated, usually from 38.3 µM), for inactives: at the highest dose activation, actives largely listed as activators; 0.064% of 350,000 active;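 note: potency is the fitted concentration of half-maximal effect; 100% = response of the positive control SU9516; nearly all actives have a fitted effect of over 60% in size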
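Alpha7betagal+/- myoblasts (passage 13) were plated 16-24 hr, then exposed to compounds (1:260 dilution of DMSO stock) for 48 hours at 37C. After MPER lysis, β-galactosidase reporter activity was read as FDG fluorescence (ex 480/em 540) after 30 minutes.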
ASM inhibitor: blocks human secretory acid sphingomyelinase; placental ASM, HMU-PC fluorogenic substrate, 60 min; Potency, µM (titrated, usually from 57.5 µM), without a hit: at the highest dose activity change, negative = inhibition, actives largely listed as inhibitors; 0.006% of 340,000 active; note: potency is the fitted concentration of half-maximal effect
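Human placenta-derived ASM preincubated with compound 10 min at room temperature, then reacted with 9 uM (final) fluorogenic HMU-PC substrate for 60 min at 37 C. Stop solution raises pH to 10; fluorescence read at Ex 386/Em 447 nm.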
MBNL1-CUG inh: blocks human MBNL1 binding to CUG repeat RNA | Q9NR56 | TR-FRET MBNL1-His/biotin-(CUG)12 binding, 665/545 ratio | Potency, µM (top dose mostly 57.5 µM), inactives show at the highest dose activity change, negative = inhibition, hits mostly inhibitors | 0.036% of 280,000 active | AID 2675; active = well fitted inhibition curve with a large enough effect in the signal ratio, with a control signal flat, not every such curve was filed as active; inconclusive = small, poorly fitted or top-dose-only effect, or effect the other way, or a change in a side signal; inactive = no such curve, though single readings can be large or run the other way; the % refers to the signal ratio; note: potency is the fitted concentration of half-maximal effect; % is set by controls: 0 for no effect and ±100 for the full control effect
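Inhibition of protein-RNA binding appears as loss of TR-FRET between terbium anti-His antibody on MBNL1-His and streptavidin-XL665 on biotin-(CUG)12. Activity is normalized to buffer-only and uninhibited-complex controls.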
* marks the source's active call; other numbers are inactive results; i = inactive; ? = inconclusive; / = no result given; [ ] = dose if it differs, or a comment. Unless noted, calls come from the whole dose curve; as a rule, active = well fitted curve in the direction sought with a large enough effect; inconclusive = small, poorly fitted or top-dose-only effect, or another doubt; inactive = no such curve, though single readings can be large; an effect the other way counts as inactive or inconclusive.

SMILES	hERG WT inh	Coupling enz	AT treatment	GALK inhibitor	TRPV1 ag	KCNH2 3.1 inh	MLL CXXC-DNA inh	Integrin act MD	ASM inhibitor	MBNL1-CUG inh
CCN(Cc1nc2ccccc2c(=O)[nH]1)Cc1nc2cc(OC)c(OC)cc2c(=O)[nH]1	-4	-5	-1%	2%	1	-5	-13%	-46%[inhibitor]	-3%	2%
COc1ccc(/C=C/C(=O)c2ccc3ccccc3c2O)cc1CN1CCOCC1	3	-3	6%	-2%	-1	-12	6%	8%	-16%	12%
O=C(COC(=O)/C=C/c1ccc([N+](=O)[O-])cc1)Nc1ccc2[nH]c(=O)[nH]c2c1	25	/	-2%	/	3	12	/	13%	9%	/
O=[N+]([O-])c1cc(Br)c(Nc2ccccc2)c([N+](=O)[O-])c1	-9	1	-40%	/	1	2	2%	-68%[inhibitor]	-12%	?
O=C(O)CCCCCNC(=O)CCn1cnc2ccccc2c1=O	-4	3	-5%	0%	1	-15	2%	-15%	2%	4%
O=C(O)C1CCCN(S(=O)(=O)c2cccs2)C1 (stereo not given)	8	1	0%	0%	2	1	4%	4%	0%	-3%
Cc1ccc(OCc2n[nH]c(=S)n2-c2ccc(C)cc2)cc1	/	0	0%	0%	0	-18	11%	0%	-2%	1%
Clc1cc2c(nn1)Nc1ccccc1S2	20	5	1%	-1%	0	10	-1%	-31%	-1%	1%
C/C(N)=C(/C#N)C(=O)CSc1nnc(-c2ccc3c(c2)OCO3)o1	-31	0	-5%	-3%	1	-19	9%	2%	-2%	-3%
O=C(CCc1nnc2ccc(N3CCC4(CC3)OCCO4)nn12)Nc1ccc(F)cc1	0	1	1%	-3%	0	-8	38%[activator]	-8%	0%	1%

Sorted by molar mass (highest first): part of the list above.
SMILES	hERG WT inh	Coupling enz	AT treatment	GALK inhibitor	TRPV1 ag	KCNH2 3.1 inh	MLL CXXC-DNA inh	Integrin act MD	ASM inhibitor	MBNL1-CUG inh
CCN(Cc1nc2ccccc2c(=O)[nH]1)Cc1nc2cc(OC)c(OC)cc2c(=O)[nH]1	-4	-5	-1%	2%	1	-5	-13%	-46%[inhibitor]	-3%	2%
COc1ccc(/C=C/C(=O)c2ccc3ccccc3c2O)cc1CN1CCOCC1	3	-3	6%	-2%	-1	-12	6%	8%	-16%	12%
O=C(O)C1CCCN(S(=O)(=O)c2cccs2)C1 (stereo not given)	8	1	0%	0%	2	1	4%	4%	0%	-3%

New compounds follow
SMILES	hERG WT inh	Coupling enz	AT treatment	GALK inhibitor	TRPV1 ag	KCNH2 3.1 inh	MLL CXXC-DNA inh	Integrin act MD	ASM inhibitor	MBNL1-CUG inh
CCSc1nnc(NC(=O)CSc2nc3c(c(=O)n2C)SC(C)C3)s1 (stereo not given)	3	4	10%	3%	0	1	11%	-33%	-1%	-2%
CCSc1nc2c(c(=O)[nH]1)C(c1ccc(C)cc1)C1=C(CCCC1=O)N2 (stereo not given)	-5	-1	-3%	0%	1	-2	0%	6%	11%	-8%
Cc1cc(C)nc(NC2=NCC(=O)N2c2cccc(Cl)c2)n1	0	-1	3%	-1%	0	-1	-3%	31%	-3%	3%
CCCCCC(=O)Nc1cccc(C2=NOC3(C2)C[C@H](C(N)=O)N(C(=O)CC#N)C3)c1 (stereo not given in full)	/	-2	-10%	3%	-5	/	18%	/	/	12%
Cc1ccccc1OCC(=O)OCC(=O)c1cc(C)n(C2CC2)c1C	-1	/	-2%	/	-3	1	/	-8%	0%	/
COc1ccc2nc(SCC(=O)NCc3ccccc3)[nH]c2c1	4	2	19%	-1%	17	-2	9%	44%	-3%	-8%
CCc1noc(C)c1C(=O)N1CCCC(C(=O)c2ccc(OC)c(F)c2)C1 (stereo not given)	-7	0	9%	-2%	3	-5	2%	-2%	-2%	-17%
O=C(NCCSCc1ccccc1)c1cc(S(=O)(=O)N2CCOCC2)ccc1F	2	-1	9%	0%	29	-4	0%	13%	1%	6%
O=C(COC(=O)c1ccc2c(c1)OCCO2)NCc1ccccc1Cl	0	/	3%	/	/	-15	/	-9%	0%	/
CC(Sc1nnc(NC2CC2)s1)C(=O)Nc1ccc(N2CCOCC2)cc1 (stereo not given)	-16	/	-4%	/	-1	1	/	1%	6%	/

Fetched by structure from the entries so far, 5 records:
SMILES	hERG WT inh	Coupling enz	AT treatment	GALK inhibitor	TRPV1 ag	KCNH2 3.1 inh	MLL CXXC-DNA inh	Integrin act MD	ASM inhibitor	MBNL1-CUG inh
CC(Sc1nnc(NC2CC2)s1)C(=O)Nc1ccc(N2CCOCC2)cc1 (stereo not given)	-16	/	-4%	/	-1	1	/	1%	6%	/
CCc1noc(C)c1C(=O)N1CCCC(C(=O)c2ccc(OC)c(F)c2)C1 (stereo not given)	-7	0	9%	-2%	3	-5	2%	-2%	-2%	-17%
COc1ccc2nc(SCC(=O)NCc3ccccc3)[nH]c2c1	4	2	19%	-1%	17	-2	9%	44%	-3%	-8%
Cc1ccccc1OCC(=O)OCC(=O)c1cc(C)n(C2CC2)c1C	-1	/	-2%	/	-3	1	/	-8%	0%	/
Cc1cc(C)nc(NC2=NCC(=O)N2c2cccc(Cl)c2)n1	0	-1	3%	-1%	0	-1	-3%	31%	-3%	3%

(listing goes on)
SMILES	hERG WT inh	Coupling enz	AT treatment	GALK inhibitor	TRPV1 ag	KCNH2 3.1 inh	MLL CXXC-DNA inh	Integrin act MD	ASM inhibitor	MBNL1-CUG inh
Cc1cccc(Cc2nnc(CCC(=O)N(C)Cc3ccncc3C)o2)c1	5	0	1%	-3%	-2	-2	0%	15%	-3%	0%
O=C(COC(=O)c1c2c(nc3ccccc13)/C(=C/c1cccc([N+](=O)[O-])c1)CCC2)NC1CCS(=O)(=O)C1 (stereo not given)	-1	1	-3%	1%	-5	0	-8%	-29%	-10%	16%
O=C(C1=C[C@@H](c2ccccc2)C[C@@H](OCc2ccc(CO)cc2)O1)N1CCN(Cc2ccc3c(c2)OCO3)CC1	5	-1	17%	6%	?	0	-13%	-13%	1%	-12%
C/C(=N\Nc1cc(C(F)(F)F)ccc1Cl)c1ccncc1	-5	-1	5%	2%	16	-7	1%	-26%	-11%	-1%
CCn1c(SCc2cc(=O)[nH]c3ccccc23)nnc1C1CC1	-22	-4	3%	/	3	-1	3%	-2%	5%	-4%
Cc1cccc(OCC(=O)NCCNC(=O)c2cnccn2)c1	2	4	-5%	4%	0	10	-2%	-18%	1%	6%
Cc1ccc(/C=C/C(=O)O)cc1S(=O)(=O)N1CCCc2ccccc21	5	-2	7%	-3%	-1	-3	-9%	0%	1%	13%
CC(=O)N1CCc2c(sc(NC(=O)Cc3ccccc3)c2C#N)C1	5	1	7%	9%	3	0	14%	0%	-3%	0%
Cc1ccc(-c2c(C)sc(=NC(=O)c3ccco3)n2C)cc1	0	1	-1%	1%	?	4	2%	-40%	10%	?
CN1CCN(c2ccccc2NC(=O)c2ccc(F)cc2)CC1	-27	0	4%	0%	-2	-6	1%	0%	-1%	4%
O=C(NN1C(=O)C2C3C=CC(C4CC34)C2C1=O)c1ccc(Cl)c(Cl)c1 (stereo not given)	15	0	1%	2%	12	12	5%	0%	-6%	5%
CC(NC(=O)COC(=O)c1ccc(Cl)cc1O)c1ccc(F)cc1 (stereo not given)	-8	0	10%	0%	97*	9	0%	7%	1%	54%[activator]
CCC1CCCCN1C(=O)c1c(-c2ccccc2)noc1C (stereo not given)	3	4	15%	-2%	-8	0	-4%	21%	0%	-4%
S=C(NC1CCCC1)N1CCN(c2ncccn2)CC1	i	3	6%	0%	8	0	6%	-11%	2%	-4%
Cc1ccc2c(c1)sc1nc(=O)n(-c3cccc(Cl)c3)c(=O)n12	-10	1	4%	3%	1	-11	11%	2%	-1%	0%
CCS(=O)(=O)c1ccc(-c2cccc(NC(=O)COc3ccccc3)c2)nn1	20	4	-3%	8%	2	4	0%	32%	0%	-7%
CCc1cc2c(=O)n(CC)c(SC(C)C(=O)Nc3c(C)n(C)n(-c4ccccc4)c3=O)nc2s1 (stereo not given)	13	4	2%	-1%	1	-2	8%	-43%	0%	1%
CCCSc1nnc(-c2cnn(-c3ccccc3)c2-n2cccc2)n1C	-3	3	3%	0%	-2	-4	-1%	-23%	-1%	-10%
COc1cc(C(=O)N(C)CCOc2ccccc2)ccc1OCC(=O)Nc1cccc(C(F)(F)F)c1	-5	/	-6%	/	-2	-14	/	-42%	-7%	/
Clc1ccc2nc(CSc3ccccc3)cn2c1	-3	0	3%	1%	?	-11	10%	?	2%	-21%
CC(=O)c1ccc(N2CCN(C(=O)c3ccc(C(=O)c4ccccc4)cc3)CC2)cc1	4	/	11%	/	-2	-3	/	-29%	-7%	/
O=C(NCCCCNC(=O)c1c(Cl)cccc1Cl)c1c(Cl)cccc1Cl	2	/	/	/	/	6	/	19%	2%	/

Compound activity from PubChem BioAssay.
